# CHT allo act = human CHT allosteric activation; Q9GZV3; CHT-expressing cells, membrane potential dye, choline EC20; stronger effect = higher value; LV-AA mutant CHT in HEK293 cells; B-score at 10 µM; 0.49% of 310,000 active; AID 488977;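 active = initial fluorescence not abnormally high and integrated response B-score, plate-corrected, over 3 SD above library mean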
# Target sequence (Q9GZV3 whole entry, looked up): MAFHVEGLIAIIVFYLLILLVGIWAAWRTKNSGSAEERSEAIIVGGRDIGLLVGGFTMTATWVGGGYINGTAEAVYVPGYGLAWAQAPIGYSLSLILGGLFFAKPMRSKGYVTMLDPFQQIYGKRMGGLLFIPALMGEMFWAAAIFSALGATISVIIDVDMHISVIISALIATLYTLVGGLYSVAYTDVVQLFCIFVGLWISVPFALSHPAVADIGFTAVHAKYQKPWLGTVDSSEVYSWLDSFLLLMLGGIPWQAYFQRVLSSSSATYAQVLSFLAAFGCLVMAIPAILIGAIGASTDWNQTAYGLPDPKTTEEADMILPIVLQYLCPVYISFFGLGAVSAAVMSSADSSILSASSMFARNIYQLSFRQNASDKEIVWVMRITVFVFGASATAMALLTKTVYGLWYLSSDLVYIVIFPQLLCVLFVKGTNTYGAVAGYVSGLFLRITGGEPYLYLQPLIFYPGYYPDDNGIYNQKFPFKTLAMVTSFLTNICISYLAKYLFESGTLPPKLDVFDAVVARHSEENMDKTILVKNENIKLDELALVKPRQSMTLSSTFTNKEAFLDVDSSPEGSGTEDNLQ
# CHT block = human CHT choline transport inhibition | Q9GZV3 | CHT-expressing cells, membrane potential dye, choline response; stronger effect = lower value | B-score at 10 µM | 0.86% of 310,000 active | AID 488975;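 active = B-score over 3 SD under the library average, and starting fluorescence ratio not unusually high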;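 also: choline stimulus applied at its EC90 after an EC20 pre-addition; B-score computed on integrated fluorescence ratio after choline addition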
# STK33 inh = human STK33 kinase inhibition; Q9BYT3; purified STK33, MBP phosphorylation, ADP-Glo luminescence; 0.073% of 320,000 active; AID 2661; inhibition, % at 10 µM;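 active = inhibition at or above 25%, using the most active replicate where run in duplicate; inactive = inhibition below 25%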
# Target sequence (Q9BYT3 whole entry, looked up): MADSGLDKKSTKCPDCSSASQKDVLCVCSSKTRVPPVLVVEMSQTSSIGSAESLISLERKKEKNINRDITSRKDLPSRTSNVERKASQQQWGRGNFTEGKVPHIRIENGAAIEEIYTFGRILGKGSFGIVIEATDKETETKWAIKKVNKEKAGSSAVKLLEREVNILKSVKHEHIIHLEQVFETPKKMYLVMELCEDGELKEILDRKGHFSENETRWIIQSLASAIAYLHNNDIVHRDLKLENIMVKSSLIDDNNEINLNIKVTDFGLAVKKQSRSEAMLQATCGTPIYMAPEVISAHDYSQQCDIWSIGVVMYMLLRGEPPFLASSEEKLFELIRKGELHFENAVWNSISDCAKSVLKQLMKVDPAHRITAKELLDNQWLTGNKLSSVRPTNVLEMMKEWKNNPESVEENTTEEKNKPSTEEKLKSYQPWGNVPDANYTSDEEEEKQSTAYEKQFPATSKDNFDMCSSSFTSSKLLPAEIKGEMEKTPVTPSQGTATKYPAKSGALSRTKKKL
# An asterisk follows results filed as active; i = inactive; . = not tested or not shown.
Compound,STK33 inh,CHT allo act,CHT block
C=CCOc1ccc(CNc2nn[nH]n2)cc1OC,-0.4,i,i
CCOC(=O)C1=NN(c2ccc(Cl)cc2)C(c2ccccc2)CC1=O (stereo not drawn),-0.5,i,i
Cc1nnsc1S(=O)c1ccc(Cl)c(Cl)c1 (stereo not drawn),0.2,i,i
CC(=O)Nc1ccc(N=C(C2=C(O)c3ccccc3C2=O)c2ccccc2)cc1,-3.8,i,i
CCN(CC)C(=O)COc1ccc(S(=O)(=O)N2CCOCC2)cc1,3.7,i,i
Cc1cc(C(=O)N(C)Cc2ccc(Br)cc2)no1,-0.7,i,i
CNC(=O)/C(C#N)=C/c1ccc(OCCOc2ccccc2)cc1,-0.1,i,i
NC(=O)CSc1ncc(-c2ccc([N+](=O)[O-])cc2)[nH]1,-0.5,i,i
COc1ccc(-c2cc(C(=O)NCC3CCCO3)c3ccccc3n2)c(OC)c1 (stereo not drawn),2.2,i,i
NC1(C(=O)O)CC1,-1.9,i,i
COc1ccc(CCNC(=O)C2CC(c3cccc(F)c3)=NO2)cc1 (stereo not drawn),0.8,i,i
COC(=O)c1sccc1NC(=O)CSc1ccccc1NS(=O)(=O)c1ccccc1Cl,-1.5,i,i
Cn1cnnc1SCc1ccc(C(=O)NN)cc1,-0.8,i,i
O=C(COc1cccc(NC(=O)c2ccco2)c1)c1ccc(F)cc1,1.8,i,i
COCCCNc1oc(-c2ccccc2OC)nc1C#N,-0.1,i,i
COC(=O)c1cc(C(=O)OCC(=O)N2c3ccccc3NC(=O)C2(C)C)cc([N+](=O)[O-])c1,-1.1,i,i
COCCn1c(SCC(=O)NCc2ccco2)nnc1C(C)C,-1.1,i,i
COc1ccccc1NC(=O)c1ccc(N2CC3CC(C2)c2cccc(=O)n2C3)c(NC(=O)c2cccnc2)c1 (stereo not drawn),0.7,i,i
COCCCn1c(=O)c2ccccc2n(CC(=O)NC2CCCC2)c1=O,-0.6,i,i
CN(C)c1ccc(/C=N/NC(=O)c2ccc(CN3C(=O)c4cccc5cccc3c45)cc2)cc1,-0.7,i,i

# Profiles as entered above:
# COCCn1c(SCC(=O)NCc2ccco2)nnc1C(C)C is listed with STK33 inh: -1.1; CHT allo act: i; CHT block: i
# COCCCNc1oc(-c2ccccc2OC)nc1C#N is listed with STK33 inh: -0.1; CHT allo act: i; CHT block: i

# Going on with the list:
Compound,STK33 inh,CHT allo act,CHT block
COc1ccc(Cl)c(Cn2c(NCc3ccccn3)nc3c2c(=O)n(C)c(=O)n3C)c1,-0.5,i,i
C=CCn1c(SCC(=O)c2ccc(CNC(C)=O)o2)nc2ccccc2c1=O,0.7,i,i
Cc1onc(-c2ccc(Cl)cc2)c1-c1ccnc(SCC(=O)Nc2cc(Cl)cc(Cl)c2)n1,-3.2,i,i
Cc1ccc(C(=O)COC(=O)CNC(=O)CN2C(=O)c3ccccc3C2=O)cc1,-0.2,i,i
Nc1c(-c2n[nH]c(=S)n2-c2ccc(Cl)cc2Cl)cnn1-c1ccccc1,-3.5,i,i
Cc1cccc(C(=O)OC2CCCN(C)C2)c1C (stereo not drawn),0.4,i,i
Cc1cccc(C(=O)N2CCC(=O)N(C(COCc3cccc(Cl)c3)Cc3ccccc3)CC2)c1 (stereo not drawn),1.8,i,i
CCC(Sc1nc2c(cnn2-c2ccccc2)c(=O)[nH]1)C(=O)OC (stereo not drawn),-0.7,i,i
O=C(c1cccc(Cl)c1)N1CCN(c2ccccn2)CC1,-1.3,i,i
CCOc1ccccc1CN1CCNC(=O)C1CC(=O)N(C)Cc1nonc1C (stereo not drawn),0.1,i,i

# An excerpt from above in order of heavy-atom count, smallest number first:
Compound,STK33 inh,CHT allo act,CHT block
Nc1c(-c2n[nH]c(=S)n2-c2ccc(Cl)cc2Cl)cnn1-c1ccccc1,-3.5,i,i
COc1ccc(Cl)c(Cn2c(NCc3ccccn3)nc3c2c(=O)n(C)c(=O)n3C)c1,-0.5,i,i
Cc1cccc(C(=O)N2CCC(=O)N(C(COCc3cccc(Cl)c3)Cc3ccccc3)CC2)c1 (stereo not drawn),1.8,i,i

# More entries
Compound,STK33 inh,CHT allo act,CHT block
O=C(CSc1n[nH]c(-c2cccs2)n1)N1CCN(S(=O)(=O)c2ccc3ccccc3c2)CC1,0.4,i,i
CCOc1ccccc1C(=O)Oc1cc(C)[nH]c(=O)c1[N+](=O)[O-],-0.6,i,i
Cc1[nH]c2ccc(C(=O)N3CCCC3)cc2c1C,0.2,i,i
CCc1ccccc1NS(=O)(=O)c1ccc2[nH]cc(C(=O)NCc3ccco3)c(=O)c2c1,1.4,i,i
O=C1N=C(N2CCCCC2)SC1=C1CCCCC1,-2.7,i,i
C=CCn1c(SCC(=O)NCCOC)nc2scc(-c3ccco3)c2c1=O,-0.1,i,i
CCOC(=O)Cn1ccc(NC(=O)COc2ccc(F)cc2F)n1,-1.1,i,i
Cc1ccc(-c2csc(/C(C#N)=C(\O)CN3CCN(C(=O)c4ccco4)CC3)n2)cc1,0.0,i,i
CCC(C)Nc1nc(-c2cccc(OC)c2O)nc2ccccc12 (stereo not drawn),-1.6,i,i
CCOC(=O)c1c(NC(=O)COc2cccc3c2CCN(CC)C3=O)sc2c1CCC2,-0.1,i,i
O=C(CN1CCN(S(=O)(=O)c2ccc(Br)cc2)CC1)Nc1ccc2c(c1)OCO2,.,i,i
COc1ccc(C(=O)Nc2ccccc2N2CCOCC2)cc1Br,-1.4,i,i
O=C(CSc1nnc(-c2ccncc2)o1)NC1CCCCC1,7.3,i,i
Cc1ccc(Cc2cnc(NC(=O)C3=NCCN3)s2)cc1,-0.8,i,i
O=C(Nc1cccc(F)c1)c1ccc(S(=O)(=O)N2CCCCC2)cc1,-1.0,i,i
CSc1ccccc1NC(=O)COc1ccc(Cl)cc1Cl,-0.1,i,i
O=C1/C(=C/c2cccnc2)SC(=S)N1Nc1ccccc1,1.8,i,i
CC(C)(C)SCCNC(=O)COc1ccc(Cl)cc1,-1.7,i,i
Cn1c(CC(=O)Nc2ccccc2)cc2ccccc21,-0.1,i,i
CC1CCN(S(=O)(=O)c2ccc3c(c2)c(=O)c(C(=O)N2CCOCC2)cn3C)CC1,-0.4,i,i

# Retrieved one by one from above, four records:
Compound,STK33 inh,CHT allo act,CHT block
COCCn1c(SCC(=O)NCc2ccco2)nnc1C(C)C,-1.1,i,i
COCCCNc1oc(-c2ccccc2OC)nc1C#N,-0.1,i,i
COc1ccc(-c2cc(C(=O)NCC3CCCO3)c3ccccc3n2)c(OC)c1 (stereo not drawn),2.2,i,i
COCCCn1c(=O)c2ccccc2n(CC(=O)NC2CCCC2)c1=O,-0.6,i,i

# New compounds follow
Compound,STK33 inh,CHT allo act,CHT block
O=C(O)CCCn1cc(NC(=O)COc2ccccc2)cn1,0.4,i,i
CCOC(=O)c1sc(C(=O)OCC)c(OCCO)c1OCCO,-2.0,i,i
O=C(C1Cc2ccccc2CN1S(=O)(=O)c1ccc(F)cc1)N1CCCCC1 (stereo not drawn),-0.8,i,-6.29*
CCN(CC)S(=O)(=O)c1ccc(C)c(NC(=O)Cn2c(=O)cnc3ccccc32)c1,-0.7,i,i
CCCCn1c(N)c(N(CCOC)C(=O)c2ccc(-n3c(C)ccc3C)cc2)c(=O)[nH]c1=O,-2.3,i,i
Cc1nc(C)c(/C(O)=C/c2nc3ccccc3oc2=O)s1,0.8,i,i
COc1ccc(-c2nnc3ccc(SCC(=O)N4CCCCC4)nn23)cc1OC,-0.3,i,i
c1ccc(CCNc2nc(-c3ccccn3)nc3ccccc23)cc1,0.4,i,i
Cc1nc2ccc(CN(C)c3ccc(C(=O)N[C@@H](CCC(=O)O)C(=O)O)s3)cc2c(=O)[nH]1,-1.1,i,i
CC(=O)c1ccc(C(=O)Nc2ccc(N3CCOCC3)cc2)cc1,-1.0,i,i
CC(C)=CCc1c([C@@H]2CCc3ccc(O)cc3O2)cc2c(c1O)OC(C)(C)C=C2,-0.9,i,i
Cc1ccc([N+](=O)[O-])cc1NC(=O)c1ccc2c(c1)OCO2,-2.0,i,i
Cc1ccc(NC(=O)CS(=O)CC(=O)N(CC(=O)NC2CCCC2)c2cccc(C)c2C)cc1 (stereo not drawn),-0.9,i,i
CCOC(=O)N1CCN(C(=O)c2ccc(OCC)c(OCC)c2)CC1,0.7,i,i
O=S1(=O)CCN(Cc2ccc(Cl)c(Cl)c2)CC1,-0.5,i,i
Cc1ccc(S(=O)(=O)Nc2ccc(S(=O)(=O)NCC3CCCO3)cc2)cc1 (stereo not drawn),-0.9,i,i
COC(=O)c1ccc(CNC(=O)c2ccc(NS(=O)(=O)c3ccc4[nH]c(=O)[nH]c4c3)cc2)cc1,-0.4,i,i
Nc1ccc(C(=O)N/N=C/c2cccc(Oc3ccccc3)c2)cc1,0.4,i,i
Cc1cccc(C)c1OCC(=O)NNC(=O)c1ccoc1C,-1.6,i,i
O=C1C2C3C=CC(C3=C3CCCCC3)C2C(=O)N1Cc1ccccc1 (stereo not drawn),-2.1,i,i
CCOC(=O)C(/C=C(\C#N)C(=O)OCC)=C(/N)N1CCN(c2ccc(Cl)cc2)CC1,-0.4,i,i
Cc1ccc(CC(NC(=O)c2ccccc2)C(=O)NC(Cc2ccccc2)C(=O)O)cc1 (stereo not drawn),-1.1,i,i
COc1ccc(CN2CC[C@@H](N3CCOCC3)[C@H](O)C2)cc1F,-0.1,i,i
COc1cc(/C=C2/SC(=S)N(Cc3ccccc3)C2=O)ccc1O,0.1,i,i
O=C(NCCc1nc(-c2ccccc2)cs1)c1ccc(Br)cc1,-1.4,i,i
COc1ccc2[nH]c(=O)c(CN(C(=O)NC3CCCCC3)C3CCCCC3)cc2c1,1.4,i,i
CC(=O)Nc1ccc(NC(=O)c2ccc(NS(=O)(=O)c3cccc4cccnc34)cc2)cc1,-0.6,i,i
COc1ccc([N+](=O)[O-])cc1NC(=O)c1ccc(C)o1,0.6,i,i
Cc1ccc(NC(=O)Nc2nnc(-c3ccccc3F)s2)cc1,0.5,i,i
CN(C)C(CNC(=O)c1ccc(C(F)(F)F)cc1)c1ccco1 (stereo not drawn),2.1,i,i
CC(C)[C@H](N)c1nnc(SCc2ccc(Cl)cc2)o1,-1.5,i,i
CC(C)C[C@H](NC(=O)CCCn1nnc2ccccc2c1=O)C(=O)O,-1.6,i,i
Cc1nc2sc(C(=O)Nc3ccccc3Cc3ccccc3)c(C)c2c(=O)[nH]1,-2.9,i,i
O=C(O)c1cccc(Nc2nc(-c3cc4ccccc4oc3=O)cs2)c1,-6.5,i,i
COc1ccc(/C(C)=C2/SC(=S)N(CCC(=O)O)C2=O)cc1,0.3,i,i
Cc1cccc(-c2nc(CN3CCCC(C(=O)NC4CCCCCC4)C3)c(C)o2)c1 (stereo not drawn),0.1,i,i
O=C(NNC(=S)Nc1ccccc1C(F)(F)F)c1cccnc1,-0.6,i,i
O=C(c1ccc(Br)cc1)c1cc([N+](=O)[O-])ccc1N1CCCCC1,-2.4,i,i
Cc1cc(SCC(=O)N2CCC(c3noc4ccc(F)cc34)CC2)nc2ccccc12,1.5,i,i
COc1cc(C(=O)ON=C2C=C(C)C(=O)C(C)=C2)cc(OC)c1OC,0.1,i,i
CC1CCCN(C(=O)CCCn2c(=S)[nH]c3ccccc3c2=O)C1 (stereo not drawn),-1.3,i,i
O=C(C[n+]1cc(Br)cc(Br)c1)c1cccc([N+](=O)[O-])c1,.,i,i
COc1ccc(NC(=S)NCc2cccs2)cc1,-1.0,i,i
OCCNc1nc(-c2ccccc2)c2cc(Br)ccc2n1,7.2,i,i
CCOC(=O)c1ccc(NC(=O)CSc2nnnn2CCCO)cc1,0.6,i,i
Cc1cccc(C(=O)Nc2cccc(C(=O)Nc3cc(C)ccn3)c2)c1,3.4,i,i
Cc1cccc2nc(-c3cccnc3)c(Nc3ccccc3)n12,0.2,11.6*,i
Cc1noc(C)c1CN1C(=O)c2cccc([N+](=O)[O-])c2C1=O,-1.8,i,i
COc1ccccc1NC(=O)N(C1CCCC1)C1CCN(C(C)=O)CC1,0.6,i,i
Cc1cc(C)n(CC(=O)c2ccccc2)c(=O)c1C#N,1.0,i,i

# Following part
Compound,STK33 inh,CHT allo act,CHT block
O=C1OC(c2cccc([N+](=O)[O-])c2)C2(CCCC2)C(=O)C12CCCCC2 (stereo not drawn),-1.2,i,i
Cn1c(CN2CCCC2)nc2cc(NC(=O)COc3ccccc3)ccc21,0.6,i,i
CCCCc1ccc(NC(=S)NCC2CCCO2)cc1 (stereo not drawn),0.8,i,-10.7*
O=C(O)c1ccccc1-c1ccccc1C(=O)NCCc1ccccc1,-1.7,i,i
Cc1nnc2ccc(N3CCN(c4cccc(C(F)(F)F)c4)CC3)nn12,-0.9,i,i
CN1C(=O)C(CC(=O)Nc2ccccc2)S/C1=N/c1nccs1 (stereo not drawn),-0.3,i,i
CN(C(=O)COc1ccc(C(C)(C)C)cc1)C1CCS(=O)(=O)C1 (stereo not drawn),-1.5,i,i
COc1ccc(C[C@@H]2CN3C(=NC[C@@H]3Cc3ccc(O)cc3)N2C[C@H](C)NC(=O)CCC2CCCCC2)cc1,-0.3,i,i
CC(C)C(=O)Nc1ncc(Cc2ccc(Cl)cc2)s1,-1.7,i,i
CNC(=O)c1ccc(NC(=O)c2cccc(C(F)(F)F)c2)cc1,-0.8,i,i
Cc1cc(C)cc(N(CC(=O)NCC2CCCO2)S(=O)(=O)c2c(C)noc2C)c1 (stereo not drawn),-2.9,i,i

# Compound activity as filed in PubChem.
